# Screens (PubChem)
# USP8 block: inhibitors of human USP8 deubiquitinase; purified USP8, Ub-rhodamine cleavage fluorescence, 30 min; inhibition, % at 20 µM; actives 4.2% (n = 47,000); AID 1645853
# USP10 inh: blocks human USP10 ubiquitin-rhodamine cleavage; Q14694; purified USP10, Ub-rhodamine fluorescence, 60 min; inhibition, % at 20 µM; actives 1.1% (n = 47,000); AID 1645856
# USP30 block: inhibitors of human USP30 deubiquitinase | actives 5.3% (n = 47,000) | purified USP30, Ub-rhodamine cleavage fluorescence | Q70CQ3 | AID 1645860 | inhibition, % at 25 µM
# USP28 block: inhibitors of human USP28 deubiquitinase; purified USP28, Ub-rhodamine cleavage fluorescence, 30 min; Q96RU2; actives 3% (n = 47,000); inhibition, % at 25 µM
# Target sequence (Q96RU2 whole entry, looked up): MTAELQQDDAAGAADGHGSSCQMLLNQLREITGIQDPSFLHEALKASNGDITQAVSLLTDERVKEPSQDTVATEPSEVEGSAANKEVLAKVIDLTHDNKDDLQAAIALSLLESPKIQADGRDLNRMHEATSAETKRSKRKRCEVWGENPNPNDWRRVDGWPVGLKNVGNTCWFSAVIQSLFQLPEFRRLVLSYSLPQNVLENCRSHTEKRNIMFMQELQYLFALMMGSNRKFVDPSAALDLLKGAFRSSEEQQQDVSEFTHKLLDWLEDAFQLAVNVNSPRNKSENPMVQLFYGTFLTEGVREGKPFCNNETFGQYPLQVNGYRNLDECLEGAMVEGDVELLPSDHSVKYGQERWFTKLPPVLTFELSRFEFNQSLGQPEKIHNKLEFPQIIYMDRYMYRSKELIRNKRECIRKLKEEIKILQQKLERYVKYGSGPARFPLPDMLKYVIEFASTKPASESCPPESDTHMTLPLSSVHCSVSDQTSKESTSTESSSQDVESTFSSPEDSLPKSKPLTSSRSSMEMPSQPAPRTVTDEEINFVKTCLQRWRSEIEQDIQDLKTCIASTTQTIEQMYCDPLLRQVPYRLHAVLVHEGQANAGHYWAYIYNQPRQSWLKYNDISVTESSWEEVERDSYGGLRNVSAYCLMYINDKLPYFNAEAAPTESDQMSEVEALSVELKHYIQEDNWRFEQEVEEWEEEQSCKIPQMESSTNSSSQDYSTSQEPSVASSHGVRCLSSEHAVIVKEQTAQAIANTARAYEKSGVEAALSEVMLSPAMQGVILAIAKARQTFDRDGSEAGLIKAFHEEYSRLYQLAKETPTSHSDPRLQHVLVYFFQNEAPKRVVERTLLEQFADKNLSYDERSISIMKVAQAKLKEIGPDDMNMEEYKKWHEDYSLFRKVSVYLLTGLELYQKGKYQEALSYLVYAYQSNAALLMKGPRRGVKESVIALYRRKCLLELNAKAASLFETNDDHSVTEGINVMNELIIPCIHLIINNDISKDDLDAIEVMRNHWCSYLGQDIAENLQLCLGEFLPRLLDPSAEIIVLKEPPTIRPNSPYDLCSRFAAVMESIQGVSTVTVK
# USP7 block: inhibitors of human USP7 deubiquitinase; Q93009; purified USP7, Ub-rhodamine cleavage fluorescence; inhibition, % at 20 µM; actives 0.3% (n = 47,000); AID 1645854
# OTUD3 inh: human OTUD3 deubiquitinase inhibition; Q5T2D3; purified OTUD3, Ub-rhodamine fluorescence, 2 h; inhibition, % at 25 µM; actives 0.7% (n = 47,000); AID 1645858
# UCHL1 inh: blocks human UCHL1 ubiquitin-rhodamine cleavage. P09936. purified UCHL1, Ub-rhodamine cleavage fluorescence. inhibition, % at 20 µM. actives 0.2% (n = 47,000)
# USP17 block: human USP17-like deubiquitinase inhibition; A8MUK1; purified USP17, Ub-rhodamine cleavage fluorescence, 3 h; inhibition, % at 50 µM; actives 6.5% (n = 47,000)
# The depositor's hits bear a star; . = not tested or not shown. Cut-off read from the data, not from the text of the source: active = inhibition above about 30%; inactive = the rest.
SMILES,USP8 block,USP10 inh,USP30 block,USP28 block,USP7 block,OTUD3 inh,UCHL1 inh,USP17 block
Cn1c(=O)c2c(nc3n(-c4ccc(F)cc4)c(-c4ccc(Br)cc4)cn23)n(C)c1=O,4,0,1,0,-2,-4,-2,6
C[C@H](NC(=O)[C@H](Cc1ccccc1)n1c(=O)[nH]c2ccccc2c1=O)C(=O)N[C@@H](Cc1ccccc1)C(=O)O,-7,0,6,5,3,7,1,14
CCOc1ccc(/C=C/C(=O)Nc2nnc(C)s2)cc1,24,8,-65,-8,4,-11,0,31*
O=C(NCC1CCCO1)c1cccc(-c2cnc(NC3CCCCC3)nc2)c1 (centres undefined),-11,1,-1,-3,-34,-2,0,3
Cc1nc2cccnc2nc1C,-11,-3,-40,-21,.,-7,-5,-16
CC(C)(C)Nc1c(-c2ccc(F)cc2)nc2sc(N3CCN(CC(N)=O)CC3)nn12,0,-2,1,10,-7,7,3,0
COc1ccccc1Nc1ncnc2oc(C)c(C)c12,-3,-1,0,-19,0,-5,-5,-6
CNc1nc(C2CCCN2S(=O)(=O)c2ccc(C)c(C)c2)nc2c1CCN(C(C)=O)C2 (centres undefined),2,0,-9,-2,-1,-3,-2,-10
COc1cccc(C(=O)NC2=NC(c3cccc(F)c3)CC(=O)N2)c1 (centres undefined),1,2,-38,-5,-1,-7,0,-17
CCOc1ccc2nc3sc(C(=O)N4CCCC4)c(N)c3cc2c1,-17,-11,-20,-3,-10,6,-8,-4
Cc1ccc(CCN2C(=O)CCC2(C)C(=O)NCc2ccccc2)cc1 (centres undefined),8,0,-1,-7,-4,0,-3,0
Cc1cnn(CC2CCCN2Cc2csc(-c3cnn(C)c3)n2)c1 (centres undefined),-39,-10,-120,-33,-12,-29,-9,.
O=C(c1c2c(N3CCCC3)ncnc2n2ccccc12)N1CCCC1,67*,-4,-194,-32,-27,-25,-16,19
Cc1nn(-c2ccc(Cl)cc2)c2[nH]c(=O)c(CNCc3ccc4c(c3)OCO4)cc12,81*,-1,9,12,-1,19,2,27
CC(C)c1nc2sc3c(SCC(=O)c4ccc(Cl)cc4)ncnc3c2c2c1COC(C)(C)C2,-2,1,-5,-8,2,-1,-1,0
CN(C)C(=O)N1CCC2(CC1)CN(Cc1ccncc1)Cc1ccccc1O2,-20,0,-8,-11,0,-2,0,-7
N#Cc1c(-c2ccc3c(c2)OCO3)ccn2nc(-c3ccco3)nc12,27,-7,-174,0,-23,-10,-8,-1
O=S(=O)(c1ccc(F)cc1)N1CC2CCCN2c2ccc(C(F)(F)F)cc21 (centres undefined),-4,-8,-284,-70,-7,-62,-10,-29
COCCNc1ccc(-c2nc(-c3ccccc3OC)no2)cc1[N+](=O)[O-],-7,-7,-375,-125,-50,-108,-34,-109
O=C(C1CCCC1)N1CCC(c2nc3c(nnn3Cc3cccc(Cl)c3)c(=O)[nH]2)CC1,2,24,26,15,-87,-4,1,7

# Whole records, quoted from the list.
# CCOc1ccc2nc3sc(C(=O)N4CCCC4)c(N)c3cc2c1 as listed: USP8 block = -17; USP10 inh = -11; USP30 block = -20; USP28 block = -3; USP7 block = -10; OTUD3 inh = 6; UCHL1 inh = -8; USP17 block = -4
# COCCNc1ccc(-c2nc(-c3ccccc3OC)no2)cc1[N+](=O)[O-] as listed: USP8 block = -7; USP10 inh = -7; USP30 block = -375; USP28 block = -125; USP7 block = -50; OTUD3 inh = -108; UCHL1 inh = -34; USP17 block = -109

# (continued)
SMILES,USP8 block,USP10 inh,USP30 block,USP28 block,USP7 block,OTUD3 inh,UCHL1 inh,USP17 block
CC(C(=O)NCc1cccnc1)n1c(C(F)(F)F)nc2ccccc21 (centres undefined),4,1,-1,0,1,-1,1,11
COc1ccc2c(c1)OC1(CCN(C(=O)c3csc4c3CCC(C)C4)CC1)CC2=O (centres undefined),-5,-1,-13,8,-29,7,4,-9
O=C(C1CCN(c2nc3ccc(-c4cccnc4)nc3s2)CC1)N1CCCC1,-4,-1,-2,-4,1,-2,-1,-2
Cc1ccc(NC(=O)CC(c2cccc(F)c2)n2cccc2)cc1F (centres undefined),9,10,23,12,-6,9,6,28
O=C(Nc1nc2c(s1)CN(C(=O)c1cc(-c3ccco3)on1)CC2)C1CC1,-4,-8,-83,4,-51,10,-4,35*
O=C1CN(C(=O)COc2cccc(Cl)c2Cl)c2ccccc2N1,-14,-1,-6,-1,-36,-6,0,1
Cn1c(=O)n([C@@H](Cc2ccccc2)C(=O)N[C@@H](C(=O)O)c2ccc(O)cc2)c(=O)c2ccccc21,75*,11,10,6,4,7,8,24
Cc1cc(C(=O)N2CCCCC2)c2c(=O)n(Cc3cccc(F)c3)c(=O)n(C)c2n1,-7,-4,-11,-11,-18,-11,-3,-9
CCCN1CCN(S(=O)(=O)c2ccc3c(c2)NC(=O)CC(C)S3)CC1 (centres undefined),-40,-13,-91,-31,-9,-32,-13,.
CCOc1ccc(OCc2nnc(SCC(=O)N(C)C3CCS(=O)(=O)C3)n2-c2ccc(Cl)cc2)cc1 (centres undefined),-6,-1,3,21,-13,0,4,2
Cc1nc(C2CCNC2)nc2c1CC(=O)N2Cc1ccccc1F (centres undefined),-7,-3,-7,-2,.,-5,-4,-6
Cc1cc(O)c(C(c2cccc(F)c2)c2c(O)cc(C)n(C)c2=O)c(=O)n1C,0,-1,6,1,0,3,-2,3
CCOC(=O)c1ccc(NC(=O)Cn2c3ncccc3c(=O)n2-c2ccc(C)cc2)cc1,6,-1,-38,-14,3,-7,1,-12
COc1cccc(O[C@@H]2C[C@@H](NC(=O)C3CCOCC3)[C@H](O)[C@H]2O)c1,12,0,8,11,3,10,3,6
Cc1cccc(-c2ccc(CC3CN(C(=O)CCc4c(C)noc4C)CCNC3=O)cc2)c1 (centres undefined),-11,-7,-20,-6,-11,-19,0,-12
CCC(=O)N1CC(=O)N(CCCc2ccccc2)CC(O)C1 (centres undefined),1,3,14,4,1,15,0,8
O=C(COC(=O)c1ccc2c(=O)n3c(nc2c1)CCCCC3)c1ccc(Br)cc1,-3,-1,6,11,1,-4,0,2
Cc1ccc(NC(=O)Nc2nnc(CC(=O)N3CCCCC3)s2)c(Cl)c1,12,4,2,16,4,-5,4,4
C=C/C(C)=C/[C@@]1(C)SC(=O)C(C)=C1O,41*,18,-17,28,-9,30,21,26
O=C(Cn1cccc1-c1nnc(C2CC2)o1)NC1CCCCC1,-16,0,0,-25,8,-16,5,-6
Cc1nn2c(NCC3CCCO3)c3c(nc2c1-c1ccccc1)CCC3 (centres undefined),12,6,0,18,2,0,5,3
CC(C)CNC(=O)C1CCN(c2nc3ccc(-c4cncnc4)nc3s2)CC1,-2,-3,-33,-22,-1,-11,-3,-15
O=C(Cn1cccc1-c1nnc(-c2ccccc2)o1)Nc1cccc(F)c1,-1,-9,-39,-19,-3,0,-8,-9
CCC(NC(=O)C1c2ccccc2CCN1C(C)=O)c1ccc(OC)cc1 (centres undefined),3,-1,-9,5,-47,10,-1,4
O=C(Oc1ccc(-n2cnnn2)cc1)c1ccc(Br)cc1,23,10,-9,-1,0,-1,-1,-1
COc1ccc(Cl)cc1NC(=O)CCC(=O)N1CCCn2nc(C)cc21,-6,-2,-20,0,0,-1,0,0
Cn1cc(C2c3ccccc3C(=O)N2CC(=O)NCc2ccccc2)c2ccccc21 (centres undefined),23,2,10,12,-2,8,6,14
CC1CCN(c2ccc(N3CCC(C(=O)NC4CCCCC4)CC3)nn2)CC1,-24,-5,-26,-6,-3,-13,-4,-8
COc1ccc(C(=O)NCCS(=O)(=O)N2CCN(c3ccccc3)CC2)cc1,-4,2,-6,4,0,-5,-1,40*
Cc1cc(NCCC(=O)Nc2ccc(F)cc2)n2nc(-c3cccnc3)nc2n1,5,-10,-1,8,2,-6,0,-3
CCc1cc(=O)[nH]c(NC2CCN(S(=O)(=O)c3ccc(OC)cc3)CC2)n1,-4,2,0,2,-5,0,-4,-8
CCS(=O)(=O)N1Cc2ccccc2CC1C(=O)Nc1nc2ccccc2s1 (centres undefined),32*,14,-34,-4,20,-21,10,26
O=C(NC1CCCCCC1)N1C[C@H]2C[C@H](C(=O)N3CCCC3)[C@@H](C1)O2,-190,1,-5,3,3,7,0,-31
O=C(COc1ccc(F)cc1Cl)N1CCSc2ccccc21,1,2,10,17,-10,0,1,-1
CCN(CC)C(=O)[C@@]1(c2ccccc2OC)C[C@H]1COc1ccc(S(C)(=O)=O)cc1,-3,-4,6,0,-26,-3,-3,0
Cc1ccc(N2C(=O)c3ccccc3C2Nc2ccc(F)cc2)nc1 (centres undefined),2,-1,-20,-13,-7,-18,0,-15
Cc1cccnc1C(=O)NC[C@]1(O)C[C@H](c2cccc(F)c2)O[C@H](C)[C@H]1O,13,2,23,13,3,20,0,14
CC(=O)N1CCC(N[C@H]2C[C@@H](Cc3cc(-c4ccccc4)on3)C2(C)C)CC1,-4,-2,-10,-13,-7,-14,0,-18
COc1ccc(-c2cc3c(=O)n(CC(=O)NCCCN4CCCC4)ncn3n2)cc1,-1,-8,47*,10,-1,6,-3,60*
CC(C)(C)c1ccc(CN2CCN(c3ccc4c(c3)CCC4)C2=O)cc1,28,10,27,13,15,27,7,16

# Exported with the structure last: part of the list above
USP8 block	USP10 inh	USP30 block	USP28 block	USP7 block	OTUD3 inh	UCHL1 inh	USP17 block	SMILES
-1	-8	47*	10	-1	6	-3	60*	COc1ccc(-c2cc3c(=O)n(CC(=O)NCCCN4CCCC4)ncn3n2)cc1
28	10	27	13	15	27	7	16	CC(C)(C)c1ccc(CN2CCN(c3ccc4c(c3)CCC4)C2=O)cc1

# The listing picks up; the 2 compounds before the break are reprinted first.
SMILES,USP8 block,USP10 inh,USP30 block,USP28 block,USP7 block,OTUD3 inh,UCHL1 inh,USP17 block
COc1ccc(-c2cc3c(=O)n(CC(=O)NCCCN4CCCC4)ncn3n2)cc1,-1,-8,47*,10,-1,6,-3,60*
CC(C)(C)c1ccc(CN2CCN(c3ccc4c(c3)CCC4)C2=O)cc1,28,10,27,13,15,27,7,16
CCN1C(=O)c2cccnc2Sc2cc(NC(=O)COc3ccc(OC)cc3)ccc21,13,-7,0,20,4,2,0,18
Cc1ccc(CNC(=O)c2ccc3noc(-c4ccc(F)cc4)c3c2)cc1,-11,-2,7,14,2,15,-2,0
COCCCN1C(=O)c2cc3sccc3n2CC1(C)C(=O)NC1CCCCC1 (centres undefined),18,-2,10,3,-26,20,0,7
Cc1ccc2c(=O)c(C(=O)N3CCOCC3)cn(CC(N)=O)c2n1,-1,-2,-22,-14,0,-5,-3,-9
CC12CCN(Cc3ccc(Cl)cc3)CCN1C(=O)N(c1cccnc1)C2=O (centres undefined),-3,-1,-6,-10,-2,-1,0,-8
CN1CCc2c1nc1ccccc1c2NC(=O)CN1CCN(CCO)CC1,0,1,-27,-18,0,-11,-2,-3
Cc1ccc(NC(=O)c2cccnc2N2CCOCC2)cc1,14,-1,6,0,1,0,0,-1
CSc1nc(N2CCOCC2)c2c3c(sc2n1)CN(C)CC3,-123,-7,-418,-125,-17,-99,-12,-56
CC1CCN(c2c(S(=O)(=O)c3ccccc3)cnc3ccc(F)cc23)CC1,-9,4,7,3,-12,6,6,-3
C[C@@H]1CC[C@H]2C(CN3CCN(C)CC3)C(=O)O[C@]23[C@H]1CC[C@@]1(C)O[C@@H]31 (some centres undefined),0,0,.,.,3,5,-2,9
CC(C)CCN1C[C@H]2CCN(C(=O)Cc3ccccc3)CC[C@H]2S1(=O)=O,-89,0,-26,-12,-5,-3,-4,-35
Cc1ccc(-c2cc(NC(=O)C(C)C)c(=O)n(CC(=O)Nc3cc(F)cc(F)c3)n2)cc1,5,2,0,-8,4,2,5,0
Cc1cccc(CCNC(=O)c2cc(OCc3ccccc3)nc3ccccc23)c1,-74,5,0,3,5,12,0,4
CC(NC(=O)[C@H](C)NC(=O)C1CCN(C(=O)[C@H](Cc2ccccc2)NC(=O)OC(C)(C)C)CC1)c1ccccc1 (some centres undefined),-5,-1,6,6,-1,5,2,-3
O=c1c(NCc2ccccc2)nccn1-c1ccc2c(c1)OCCO2,1,0,0,10,-1,-5,1,-7
O=S(=O)(NCCc1ccccn1)c1cccc2nsnc12,-34,3,13,0,3,1,-2,-8
CC1(O)C(=O)C=Cc2c1ccc(O)c2CO (centres undefined),0,0,-17,-11,-1,-18,0,-6
CN(C)C1(CNC(=O)Cc2ccc(Cl)cc2)CCCCC1,18,2,6,6,-4,15,-1,11
COc1ccc(C(C)=O)cc1COC(=O)c1cc(S(=O)(=O)N2CCOCC2)ccc1F,2,-1,.,.,-1,3,4,26
Cn1cccc1C(=O)N1CCC2(CC1)CNS(=O)(=O)c1ccccc1OC2,-33,0,-5,-7,0,-8,-1,-26

# Three compounds from above, arranged by the number in USP10 inh, largest number first.
compound,USP10 inh
CC1CCN(c2c(S(=O)(=O)c3ccccc3)cnc3ccc(F)cc23)CC1,4
CN(C)C1(CNC(=O)Cc2ccc(Cl)cc2)CCCCC1,2
COc1ccc(C(C)=O)cc1COC(=O)c1cc(S(=O)(=O)N2CCOCC2)ccc1F,-1

# Rows were taken by chance, and some 13% of all compounds hit somewhere here.
